yeast cln2 rad14 – NCI yeast anticancer drug screen, S. cerevisiae cln2 rad14 strain | AID 165 | growth inhibition, % at 50 µM | 78,000 compounds, 8.3% hits;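 note: 0% = growth of vehicle-only cultures of the same strain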
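Compounds are applied to the cln2 rad14 yeast strain, and growth is then compared with that of vehicle-treated cultures to give inhibition.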
rad50 – NCI yeast anticancer drug screen, S. cerevisiae rad50 strain; % growth inhibition at 50 µM; 79,000 compounds, 10% hits; AID 155;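 note: 0% = growth of vehicle-only cultures of the same strain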
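Compounds were tested on a yeast strain with an engineered DNA damage repair alteration; the reported value is growth inhibition normalised to vehicle treatment.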
yeast mlh1 rad18 – NCI yeast anticancer drug screen, S. cerevisiae mlh1 rad18 strain | % growth inhibition at 50 µM | 79,000 compounds, 11% hits | AID 175;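 note: 0% = growth of vehicle-only cultures of the same strain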
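Inhibition values reflect reduced growth of mutant yeast versus vehicle-treated controls following compound exposure; the mutations affect DNA damage repair.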
mec2-1 – NCI yeast anticancer drug screen, S. cerevisiae mec2-1 strain | % growth inhibition at 50 µM | 79,000 compounds, 9% hits;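 note: 0% = growth of vehicle-only cultures of the same strain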
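Compounds were applied to mec2-1 yeast cells. Their growth was then compared with that of vehicle-treated cultures to give growth inhibition.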
sgs1 mgt1 – NCI yeast anticancer drug screen, S. cerevisiae sgs1 mgt1 strain. growth inhibition, % at 50 µM. 78,000 compounds, 10% hits;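 note: 0% = growth of vehicle-only cultures of the same strain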
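This yeast growth screen uses a strain with defined DNA-repair lesions; compound-treated growth is compared with vehicle-treated growth.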
bub3 – NCI yeast anticancer drug screen, S. cerevisiae bub3 mutant strain | % growth inhibition at 50 µM | 78,000 compounds, 9.9% hits;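 note: 0% = growth of vehicle-only cultures of the same strain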
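Readout: yeast growth inhibition, expressed relative to vehicle-only wells. The test organism is a mutant strain from a panel with lesions in DNA repair or checkpoint genes.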
An asterisk follows results filed as active; x = not tested or not shown; & = joins results of further samples; ! = not active in a repeat. Cut-off read from the data, not from the text of the source: active = growth inhibition above about 70%; inactive = the rest.

SMILES	yeast cln2 rad14	rad50	yeast mlh1 rad18	mec2-1	sgs1 mgt1	bub3
NC(=O)NC(=O)C(Cc1ccc(Cl)cc1)c1ccccc1 (centres undefined)	-65.7	-15.0	2.1	-13.2	-5.8	-52.6
CCOC(=O)CSc1nc(N)c2c(-c3ccc(OC)c(OC)c3)c3c(nc2n1)CCCC3	4.2	-12.3	4.3	-6.1	-10.9	-2.2
CC(C)(C)C1CCC2c3c([nH]c4ccccc34)C3C(=O)N(c4cc(Cl)ccc4Cl)C(=O)C3C2C1 (centres undefined)	5.4	18.0	0.9	0.8	-4.0	6.3
CCOC(=O)c1ccc(CSc2ccccc2)c([N+](=O)[O-])c1	-8.1	4.1	27.2	19.1	37.6	-7.5
COc1cc2c(cc1OC)C(c1ccccc1)ON(C)CC2 (centres undefined)	-13.4	-4.2	1.4	-1.7	-3.4	1.4
CC(=O)N(C)c1ccc(O)cc1	-18.6	14.6	9.2	-16.1	-16.1	-8.9
O=C(O)CC1NC(/C(=C/c2ccccc2)NC(=O)c2ccccc2)OC1=O (centres undefined)	2.8	5.3	-25.9	2.6	6.3	-8.0
COc1cc(Cc2c(OC)c(OC)cc(C)c2C(=O)O)cc(OC)c1	7.0	18.6	-14.4	-12.8	-1.8	-13.9
COc1cc(/C=C2\Sc3scc(-c4cccc([N+](=O)[O-])c4)[n+]3C2=O)cc(OC)c1OC	98.4*	99.0*	99.0*	99.0*	86.2*	99.1*
CCCCCCN1COCC(COc2ccc(Cl)cc2)OC1 (centres undefined)	22.1	23.8	50.1	18.8	36.9	10.7
c1ccc(-c2[nH]c(-c3ccccc3)c(-c3cnccn3)c2-c2cnccn2)cc1	-8.7	-13.8	-29.8	-15.7	-17.4	-10.1
O=C(COc1ccccc1)OCCCl	-67.5	-7.8	-75.9	-15.3	-15.4	-25.8
Cc1ccc2c(c1)C1(SC(C)C(=O)N1c1ccc(I)cc1)C(=O)N2 (centres undefined)	39.2	2.5	1.4	0.9	2.0	28.7
O=C(CC1(O)CCCC1)Nc1ccccc1	0.4	2.6	-7.7	-8.4	-3.4	1.3
Cc1ccc(S(=O)(=O)NOCCCCONS(=O)(=O)c2ccc(C)cc2)cc1	-24.9	14.1	21.8	-20.1	15.6	2.0
CS(=O)(=O)OCCN(Cc1ccc(OS(C)(=O)=O)cc1)S(C)(=O)=O	-26.1	-21.0	-13.3	8.4	-15.3	4.0
CCCN(CCN1CCCCC1)c1cc(C)ccn1	-34.9	-0.1	-14.6	5.0	8.7	16.5
CCCCC(CC)CCC(C)OC(=O)C(O)c1ccccc1 (centres undefined)	32.5	61.8	87.8*	86.7*	83.0*	75.5*
CC(=O)c1ccc(C(C)=O)c(OCc2ccccc2)c1	-27.9	-4.5	-5.0	-12.4	-8.2	-6.0
CN(C)CC1CCC/C(=C\c2ccc(Cl)c(Cl)c2)C1=O (centres undefined)	86.5*	69.3	89.3*	81.8*	86.5*	86.0*
CSc1n[n+](-c2ccccc2)cs1	6.9	6.3	-3.4	6.2	4.4	21.7
O=C1C2CC3C1C1CC4CC1C3C42 (centres undefined)	11.9	10.3	-16.6	3.0	9.7	-5.8
COC(=O)C(c1ccccc1)S(=O)(=O)N1CCOCC1 (centres undefined)	-22.1	-2.4	-1.9	-3.2	20.6	-2.8
NC1=C(Br)C(=O)c2ncccc2C1=O	90.0*	87.7*	x	91.5*	91.5*	90.3*
O=C(O)c1cccc([N+](=O)[O-])c1Cl	20.4	-4.3	-2.2	-41.0	-2.7	-34.5
Cc1[nH]n(C(=O)c2ccccc2O)c(=O)c1/C=C1\C(=O)C=Cc2ccccc21	54.0	31.2	58.2	33.9	51.9	66.2
O=C1OC(=O)C2C3CCCCC3=C3CCCCC3C12 (centres undefined)	-9.1&8.6	11.1&2.7	13.6&-5.3	-8.4&41.5	4.2&-3.2	3.9&22.2
COC(=O)C1C=CN(N(C)C)C2=C1C(=O)c1c(O)cccc1C2=O (centres undefined)	88.1*	86.0*	90.2*	93.0*	89.2*	89.5*
CC(C)(C)c1ccc2c(c1)C(O)(C#Cc1ccccc1)c1ccccc1C2(O)C#Cc1ccccc1 (centres undefined)	9.3	11.6	14.1	-7.5	1.5	0.1
CCN(CC)C(=S)SCC(=O)O	-12.9	6.0	7.8	8.2	-1.4	-14.7
O=C(CC1(O)C(=O)Nc2ccc(Br)cc21)c1ccccc1 (centres undefined)	-34.5	13.5	17.1	10.7	-3.4	10.4
Nc1ccc2cc(S(=O)(=O)O)ccc2c1	-4.0	4.0	-6.0	14.9	-21.1	0.9
CCCCOC(=O)C(C)OC(=O)COc1ccc(Cl)cc1C (centres undefined)	-40.7	5.0	-1.1	-13.7	15.4	2.2
CCOC(=O)/C=C(\Nc1ccc(C(c2ccccc2)(c2ccccc2)c2ccccc2)cc1)C(=O)OCC	20.2	38.2	27.1	9.9	32.0	-7.3
O=C(OCc1ccccc1CN1CCCCC1)c1ccc([N+](=O)[O-])cc1Cl	-34.9	-7.4	-29.7	-6.5	0.8	-2.6
COC(=O)CCOc1ccccc1	11.9	15.1	-18.8	5.1	0.2	-8.8
O=[N+]([O-])c1ccc(N/N=C/c2ccccn2)nc1	-7.7	8.1	5.4	-6.1	10.1	6.0
C=C1CC(CCCCCCC2CC(=C)C(=O)O2)OC1=O (centres undefined)	2.3	11.2	-25.9	1.1	-0.3	25.4
O=C(C(Cl)Cl)N(O)c1ccccc1OCc1ccccc1	34.4	72.2*	89.0*	41.9	90.0*	62.4
O=C1NC(=S)S/C1=C/C=C/c1ccccc1[N+](=O)[O-]	-16.6	3.0	-16.6	0.8	-3.9	42.5
O=C1CCCCCCCCCCC(=O)C2CCOCCOCCOCCC1Cc1cccc(n1)C2	0.8	7.2	5.4	9.0	-9.6	7.9
Cc1ccc(C)c(NC(=O)C(=O)C(C2C(C)CC(=O)C2CC(=O)O)[N+](=O)[O-])c1 (centres undefined)	10.8	7.0	1.7	10.9	-8.1	6.6
O=C1c2cccc3cc4ccccc4c(c23)C(=O)N1CCCNCCNCCCN1C(=O)c2cccc3cc4ccccc4c(c23)C1=O	88.0*	90.1*	91.0*	85.2*	86.5*	87.8*
CC1Cn2c(nc3sc4c(c3c2=O)CCCC4)S1 (centres undefined)	5.0	19.2	4.5	3.4	-2.4	13.1
O=C1C2CN(Cc3ccccc3)CC2C(=O)N1c1ccccc1 (centres undefined)	-51.8	1.9	18.2	13.0	9.2	-37.7
Cc1cc(OC(=O)c2ccccc2)cc(C)c1OC(=O)c1ccccc1	-6.2	10.0	-6.7	2.9	0.1	7.2
Cc1cc(=O)c2c3c(ccc2[nH]1)Oc1ccccc1O3	8.4	7.9	13.1	6.0	5.2	7.1
Cc1ccc(=O)n(Cc2ccccc2)n1	21.1	-8.2	2.8	-31.9	-11.8	-12.2
CCS(=O)(=O)c1ccc(/C=C/C=N/NC(=S)NCC(C)C)cc1	-67.3	0.2	4.0	4.2	77.0*	39.1
O=c1c2cccnc2nc2ccc3c[nH][nH]c3c12	-14.6	-23.8	8.7	-24.6	-0.6	-18.3
CC(C)CNc1nc(N)[nH]c(=O)c1NC=O	13.6	-17.9	-10.9	-44.0	-34.5	-30.1
CCOC(=O)C(CC(CC(C(=O)OCC)C(=O)OCC)=C(C)C)C(=O)OCC	-14.5	36.1	15.4	0.7	15.0	24.2
COc1cc([C@@H]2c3cc4c(cc3[C@H](OC(=O)CCCC(=O)O)[C@H]3COC(=O)[C@H]23)OCO4)cc(OC)c1OC	32.3	26.2	33.6	23.2	38.5	10.9
O=C(Nc1cccc2ccccc12)OCC1CC1	-6.2	-4.0	-4.4	22.8	-4.5	-34.9
N#C/C(=N/Nc1nc[nH]c1C(N)=O)C(=O)Nc1ccccc1	-0.1	8.6	26.1	20.9	16.6	-0.6
Cc1cc(Br)ccc1NC1=CC(=O)C(=O)c2ccccc21	11.3	9.9	32.1	19.6	-3.4	13.2
CC(C)(O)C12CC3CC(CC(C3)C1)C2	-38.2	18.4	0.2	-6.2	8.3	5.2
CC(=O)CC1(O)C(=O)C(C(C)(C)C)=CC2(C(C)(C)C)OC12 (centres undefined)	-10.1	2.2	0.2	-13.1	-3.5	6.2
O=C(c1ccccc1)[C@H]1Nc2cnccc2C2c3ccccc3CC21 (some centres undefined)	31.9	44.8	21.7	5.2	20.4	6.2
CN1CCCN(C(c2ccccc2)c2ccc(Br)cc2)CC1 (centres undefined)	24.1	40.0	46.0	1.9	19.8	30.9

An excerpt from above in order of count of non-hydrogen atoms, lowest first:
SMILES	yeast cln2 rad14	rad50	yeast mlh1 rad18	mec2-1	sgs1 mgt1	bub3
CC(C)(O)C12CC3CC(CC(C3)C1)C2	-38.2	18.4	0.2	-6.2	8.3	5.2
CC(C)CNc1nc(N)[nH]c(=O)c1NC=O	13.6	-17.9	-10.9	-44.0	-34.5	-30.1
O=c1c2cccnc2nc2ccc3c[nH][nH]c3c12	-14.6	-23.8	8.7	-24.6	-0.6	-18.3
Cc1cc(=O)c2c3c(ccc2[nH]1)Oc1ccccc1O3	8.4	7.9	13.1	6.0	5.2	7.1
CN1CCCN(C(c2ccccc2)c2ccc(Br)cc2)CC1 (centres undefined)	24.1	40.0	46.0	1.9	19.8	30.9
CCS(=O)(=O)c1ccc(/C=C/C=N/NC(=S)NCC(C)C)cc1	-67.3	0.2	4.0	4.2	77.0*	39.1
O=C(c1ccccc1)[C@H]1Nc2cnccc2C2c3ccccc3CC21 (some centres undefined)	31.9	44.8	21.7	5.2	20.4	6.2
Cc1cc(OC(=O)c2ccccc2)cc(C)c1OC(=O)c1ccccc1	-6.2	10.0	-6.7	2.9	0.1	7.2
CCOC(=O)C(CC(CC(C(=O)OCC)C(=O)OCC)=C(C)C)C(=O)OCC	-14.5	36.1	15.4	0.7	15.0	24.2
COc1cc([C@@H]2c3cc4c(cc3[C@H](OC(=O)CCCC(=O)O)[C@H]3COC(=O)[C@H]23)OCO4)cc(OC)c1OC	32.3	26.2	33.6	23.2	38.5	10.9

(more compounds)
SMILES	yeast cln2 rad14	rad50	yeast mlh1 rad18	mec2-1	sgs1 mgt1	bub3
CCN1/C(=C/C=C/C=C/c2sc3ccccc3[n+]2CC)Sc2ccccc21	65.2&67.7	66.5&56.1	43.6&54.5	70.8*!	79.5*!	52.5&53.8
CC(C)(C)[Si](C)(C)OC1C(=O)C[C@H]2CCCC[C@@H]12 (some centres undefined)	17.1	-6.8	22.3	0.8	-1.8	10.2
O=C(NNc1ccccc1)C(O)C(O)C(O)C(O)C(O)C(O)C(O)CO (centres undefined)	95.9*	69.1	92.8*	39.4	88.1*	88.3*
CCCCCC(=O)OC(c1ccc(Cl)cc1)c1ccc(Cl)cc1	12.6	-5.2	5.3	-26.2	5.5	26.8
CN=c1ncc2nc(-c3ccccc3)c(-c3ccccc3)n(C)c-2n1	-42.0	-8.2	-24.4	-5.9	-7.5	-3.9
NCCCNCCCCN1CCOC1=O	-6.6	2.8	-17.9	1.6	-3.1	-11.3
CC12CCC3C(CCC4CCCCC43C)C1CC/C2=N\O (centres undefined)	39.8	90.2*	96.5*	45.6	79.8*	85.5*
CC1=CC(C)(C)N=C(N)N1	13.7	-3.9	3.2	2.6	-10.0	15.3
O=C(Nc1ccc(S(=O)(=O)O)cc1)c1ccc([N+](=O)[O-])cc1	-11.2	3.0	3.8	3.4	3.0	5.3
CC(C)C(=O)NC1CCCCC1	-12.3	24.6	28.7	13.6	2.1	9.6
Cc1cn(C2CC(O)C(O)C(CO)O2)c(=O)[nH]c1=O (centres undefined)	-12.7	3.9	-8.9	-7.2	-2.2	19.4
COc1ccc(C(=O)Nc2ccc(O)c(=O)cc2)cc1	-60.6	93.5*	55.6	17.8	73.3*	87.4*
[O-]c1c[n+](-c2cc(Cl)ccc2Cl)no1	4.8	11.2	2.5	2.9	-3.4	-1.4
Cc1nc(-c2ccccc2)cn2c1nc1ccccc12	14.8	5.0	40.6	22.6	59.2	15.2
Cn1nc(Br)c(=O)n(C)c1=O	-3.1	-17.9	-10.4	-11.1	-14.8	1.7
CC(C)CC(NC(=O)OCc1ccccc1)C(=O)NC(Cc1ccccc1)C(=O)CCl (centres undefined)	-8.2	28.9	54.9	58.5	53.8	87.5*
CC(=O)OCC1=C(COC(C)=O)C(=O)c2cc3ccccc3cc2C1=O	23.6	39.0	31.1	16.3	32.5	16.1
O=C(O)c1ccc(OCCOc2ccccc2)cc1	x	-5.0	-1.8	-26.2	x	x
NC(=O)c1[nH]cnc1N	4.0	12.6	-58.5	24.9	10.4	23.9
Clc1nc(N2CCOCC2)nc(N2CCOCC2)n1	-32.1	-9.5	-5.7	-21.1	-3.2	7.7
